Assay outcomes (PubChem)
PAFAH1B2 inh = blocks human PAF acetylhydrolase 1b catalytic subunit 2 | P68402 | recombinant PAFAH1B2, FP-rhodamine activity probe, fluorescence polarization | inhibition, % at 3.39 µM | hit rate 1.2% among 340,000 | AID 492953;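 active = inhibition above the mean of all tested compounds plus 3 SD, cut at about 24% in these data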;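 note: 0% = enzyme with DMSO and 100% = wells lacking PAFAH1B2; many of its hits are not listed in these tables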
pPAFAH inh = inhibitors of human plasma PAF acetylhydrolase (pPAFAH) | recombinant pPAFAH, FP-rhodamine probe fluorescence polarization | inhibition, % at 3.39 µM | hit rate 1.5% among 330,000 | AID 463082;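 active = inhibition above the mean inhibition across the screen plus 3 SD, cut at about 25% in these data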;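 note: inhibitors block binding of the rhodamine activity-based probe so polarization drops; 0% = enzyme with DMSO and 100% = wells lacking pPAFAH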
PME-1 inh = blocks human protein phosphatase methylesterase 1; Q9Y570; recombinant PME-1, FP-Rh probe fluorescence polarization; inhibition, % at 5.9 µM; hit rate 0.53% among 320,000; AID 2130;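 active = inhibition above the campaign mean of all compounds plus 3 SD, cut at about 26% in these data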;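 note: competitive labeling of PME-1 active site by serine hydrolase directed probe; 0% = PME-1 with DMSO and 100% = wells lacking PME-1 enzyme; inhibitors block probe labeling so polarization falls and inhibition rises; many of its hits are not listed in these tables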
PAFAH2 FP inh = PAFAH2 (human) inhibition; recombinant PAFAH2, FP-rhodamine activity probe, fluorescence polarization; inhibition, % at 3.39 µM; hit rate 0.99% among 340,000;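 active = inhibition above the mean over all tested compounds plus 3 SD, cut at about 30% in these data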;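 note: inhibitors block probe labeling of enzyme so polarization drops; 0% = enzyme with DMSO and 100% = wells lacking PAFAH2 protein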
GSTO1 counter = GSTO1 inhibition, counter-screen for RBBP9 inhibitors. recombinant GSTO1, activity-based probe fluorescence polarization. AID 1974. P78417. hit rate 1.1% among 300,000. inhibition, % at 5.96 µM;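 active = inhibition above the campaign mean inhibition plus 3 SD, cut at about 35% in these data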;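 note: 0% = GSTO1-1 with DMSO and 100% = wells lacking GSTO1-1 enzyme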
Target sequence (P78417 whole entry, looked up): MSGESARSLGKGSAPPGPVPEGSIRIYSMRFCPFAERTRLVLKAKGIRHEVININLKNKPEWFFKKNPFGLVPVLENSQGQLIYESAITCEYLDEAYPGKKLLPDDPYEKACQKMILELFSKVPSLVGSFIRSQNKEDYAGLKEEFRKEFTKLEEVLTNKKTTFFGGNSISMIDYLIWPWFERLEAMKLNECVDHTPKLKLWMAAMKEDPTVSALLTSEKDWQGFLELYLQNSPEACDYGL
Fam108B inh = Fam108B inhibition, counter-screen for RBBP9 inhibitors. recombinant Fam108B, FP-Rh probe fluorescence polarization. inhibition, % at 9.51 µM. hit rate 0.33% among 300,000;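 active = inhibition above the screen mean inhibition plus 3 SD, computed separately per campaign, cut at about 18% in these data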;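 note: inhibitors lower polarization as less probe binds the enzyme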
LYPLA1 counter = blocks human lysophospholipase 1, a PME1 counter-screen; O75608; recombinant LYPLA1, FP-Rh probe fluorescence polarization; inhibition, % at 5.9 µM; hit rate 0.16% among 320,000; AID 2174;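 active = inhibition above the mean of all tested compounds plus 3 SD, set per campaign, cut at about 14% in these data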;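 note: inhibitors block serine hydrolase probe labeling of LYPLA1 so polarization falls; 0% = enzyme with DMSO and 100% = wells lacking LYPLA1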
PAD4 FP inh = blocks human protein arginine deiminase 4. hit rate 0.41% among 330,000. Q9UM07. recombinant PAD4, RCA probe fluorescence polarization. inhibition, % at 6.36 µM;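 active = percent inhibition above a cutoff equal to the mean of all tested compounds plus 3 SD, cut at about 15% in these data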;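 note: 0% = PAD4 with RCA probe and DMSO and 100% = probe without PAD4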
Target sequence (Q9UM07 whole entry, looked up): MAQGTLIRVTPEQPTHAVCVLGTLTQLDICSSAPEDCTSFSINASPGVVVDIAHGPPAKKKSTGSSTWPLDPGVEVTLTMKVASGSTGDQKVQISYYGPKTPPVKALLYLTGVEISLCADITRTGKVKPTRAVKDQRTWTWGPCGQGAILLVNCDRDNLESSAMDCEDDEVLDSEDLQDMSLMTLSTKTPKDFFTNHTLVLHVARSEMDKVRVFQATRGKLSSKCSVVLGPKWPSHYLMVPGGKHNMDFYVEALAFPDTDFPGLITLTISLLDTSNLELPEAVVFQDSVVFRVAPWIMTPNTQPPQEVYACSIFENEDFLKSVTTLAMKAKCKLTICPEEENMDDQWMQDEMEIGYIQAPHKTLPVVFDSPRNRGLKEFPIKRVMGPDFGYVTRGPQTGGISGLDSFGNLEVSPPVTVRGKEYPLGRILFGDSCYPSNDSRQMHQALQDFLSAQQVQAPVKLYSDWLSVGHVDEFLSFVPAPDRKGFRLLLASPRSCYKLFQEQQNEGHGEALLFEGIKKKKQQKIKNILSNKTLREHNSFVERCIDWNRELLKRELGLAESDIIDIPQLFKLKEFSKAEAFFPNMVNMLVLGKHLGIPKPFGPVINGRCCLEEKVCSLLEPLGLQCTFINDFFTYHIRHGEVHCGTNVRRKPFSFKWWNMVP
PAFAH1B3 FP inh = blocks human PAF acetylhydrolase 1B catalytic subunit 3; Q15102; recombinant PAFAH1B3, FP-rhodamine probe, fluorescence polarization; inhibition, % at 3.39 µM; hit rate 0.28% among 340,000;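 active = inhibition above the screen-wide average of all tested compounds plus 3 SD, cut at about 25% in these data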;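 note: 0% = enzyme with DMSO only and 100% = wells lacking PAFAH1B3 protein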
Starred values were filed as active, the others as inactive; nt = no result given.

#	Molecule	PAFAH1B2 inh	pPAFAH inh	PME-1 inh	PAFAH2 FP inh	GSTO1 counter	Fam108B inh	LYPLA1 counter	PAD4 FP inh	PAFAH1B3 FP inh
1	COc1cc(NC(=O)Cn2ccsc2=N)c(C)cc1[N+](=O)[O-]	2.2	6.5	-1.8	10.2	18.9	4.2	-7.9	-0.3	7.0
2	Cc1ccc(Cn2c(CCCO)nc3ccccc32)cc1	1.2	6.0	-3.8	-3.9	4.1	0.0	0.4	-0.2	-0.7
3	Cn1c(CSCc2ccc(Cl)cc2)nnc1SCC(=O)Nc1nccs1	22.2	9.3	8.9	1.7	-1.4	-1.6	-2.1	-3.6	3.5
4	CCN1C(=O)N(C)[C@@H](c2ccccc2)C(C(C)=O)=C1C	-2.0	-6.2	2.8	3.2	0.1	-1.9	-0.8	-2.7	5.4
5	CCSc1nnc(NC(=O)CCn2c(=O)oc3ccccc32)s1	-0.1	3.5	3.3	1.6	1.4	-2.1	1.2	-4.2	-5.4
6	O=C(NC1CCCCC1)[C@H](CSCc1ccccc1)N1Cc2ccccc2C1=O	4.4	2.6	0.7	7.0	8.4	-2.5	2.5	1.8	1.9
7	CCN1CCC[C@H]1CNC(=O)c1cc(S(N)(=O)=O)ccc1OC	nt	2.8	0.1	nt	4.5	-2.2	-0.3	-1.1	nt
8	O=C(Cc1c(F)cccc1Cl)Nc1ccc(S(=O)(=O)N2CCCC2)cc1	3.9	4.0	5.8	-8.1	4.9	-3.8	-2.5	1.4	-2.4
9	CCOc1cc(/C=C2\C(=O)N(CCC#N)N=C2C)ccc1OCC(N)=O	4.3	3.8	-2.3	-3.6	54.5*	-1.2	8.4	56.9*	3.6
10	Cc1ccn2cc(-c3cccc(NC(=O)C(C)C)c3)nc2c1	3.3	6.7	2.7	4.5	-2.6	2.2	0.4	-1.0	15.1
11	O=C(NNC1=C(C(=O)C(F)(F)F)CCC1)c1cccc(Cl)c1	13.5	-0.1	-5.6	14.9	4.9	3.4	1.3	4.7	6.6
12	O=c1[nH]n(CCO)c(=O)c2cccnc12	4.9	-3.2	3.9	-7.2	6.1	0.1	-0.5	-0.3	16.3
13	Cc1ccc(NS(=O)(=O)c2cc(NC(=O)c3cc4c(s3)CCCC4)ccc2C)c(C)c1	-42.5	-3.2	-48.9	-66.3	-11.2	-43.4	-27.8	-6.9	-85.0
14	CCOC(=O)CCCCC(=O)c1[nH]c(=O)[nH]c1C[n+]1ccc(C)cc1	3.4	1.7	-5.9	2.4	14.2	-1.2	-0.6	2.4	15.5
15	CCOC(=O)CSc1nc2cc(OCC)ccc2cc1C#N	0.6	2.7	18.1	-0.5	10.0	-1.3	-0.1	-6.5	4.5
16	CC(C)CC(=O)NC(=S)Nc1ccc(NC(=O)c2ccco2)cc1	6.2	1.4	0.8	-4.1	-8.7	-1.1	2.1	-7.2	5.3
17	CCOc1ccccc1OCCN1CCC(Cc2ccccc2)CC1	-1.2	-3.0	-2.2	0.2	1.0	-5.1	2.4	-1.5	-5.8
18	C=CCOC(=O)CN1C(=O)c2ccccc2C1=O	2.2	1.6	1.7	2.8	5.5	-2.9	-2.4	-1.8	-0.2
19	O=C(NCC1COc2ccccc2O1)c1cccc(S(=O)(=O)N2CCCCC2)c1 (stereo not drawn)	2.8	-1.6	0.8	0.9	nt	nt	-7.6	0.4	7.3
20	Cc1ccccc1-n1nc(C)c2cc(C(=O)NC3CC3)sc21	-0.3	-8.7	-6.0	0.8	2.5	-3.5	-1.9	-1.9	4.5
21	Cc1cccc(OCC(=O)Nc2cc(C)c(C)cc2O)c1	1.3	0.7	-3.0	6.5	4.5	-4.6	-0.8	-2.8	-4.4
22	O=[N+]([O-])c1ccc(C[n+]2ccccc2)cc1	-2.0	-1.5	2.5	7.2	11.6	0.5	-1.0	1.9	1.4
23	COCCn1c(=O)[nH]c2cc(C(=O)Nc3ccc(OC)c(Cl)c3)ccc2c1=O	-5.1	1.9	-14.3	-4.6	1.9	-3.9	-2.6	-0.4	-2.8
24	COc1ccc(NC(=O)CSCC(=O)N(C)Cc2c(F)cccc2Cl)cc1	3.8	3.1	0.5	8.0	-3.4	-0.6	0.0	2.3	-0.2
25	O=C(NCCc1ccc2c(c1)OCCO2)c1cc2ccccc2o1	9.4	1.8	-4.6	5.4	3.8	1.3	1.1	0.5	1.5
26	CCCCCCC[C@@H](C/C=C/CCC(=O)O)OC	9.7	10.6	nt	-0.3	nt	nt	nt	0.8	7.6
27	Cc1nc2cnccc2n1C	1.3	-1.3	-1.5	0.3	9.2	4.7	-1.6	-3.7	5.1
28	O=C1CC(c2ccc(O)cc2)Oc2cc(O)ccc21 (stereo not drawn)	-3.8	4.2	-2.1	-1.1	4.7	1.9	0.1	-2.0	0.1
29	Cc1nc2c(-c3ccc(Cl)cc3)cnn2c(N)c1-c1ccc(F)cc1	5.8	5.1	-7.0	0.1	-1.0	8.4	-3.6	2.0	5.7
30	COc1ccccc1C(=O)Nc1cccc(NC(=O)c2ccccc2OC)n1	2.5	-2.1	3.1	3.2	-5.1	-10.0	-7.9	2.6	9.2
31	COCCSc1ccccc1C(=O)Nc1ccc(Cl)cn1	3.4	-2.5	-11.9	-0.7	7.7	0.6	-1.0	-4.6	8.2
32	CC(CCCN(C)C)C(Cc1ccccc1)c1ccccc1 (stereo not drawn)	nt	2.5	2.8	nt	1.6	0.9	1.4	4.2	nt
33	CN(C)S(=O)(=O)c1ccc(/C(O)=C2/C(=O)C(=O)N(CCCN3CCOCC3)C2c2ccncc2)cc1 (stereo not drawn)	3.5	3.5	-0.2	-3.9	2.8	-1.0	0.9	-2.5	7.9
34	O=[N+]([O-])c1ccc(S(=O)(=O)N/N=C/c2ccc3c(c2)OCO3)cc1	4.4	4.7	-1.7	0.5	2.3	-5.3	0.6	-1.5	-2.5
35	Cc1cc(C)c(NC(=O)COC(=O)Cc2cccs2)c(C)c1	0.9	25.7*	-1.0	3.0	6.9	1.0	0.8	-6.4	9.6
36	C=CCn1c(SCN2C(=O)c3ccccc3C2=O)nc2ccc(Cl)cc2c1=O	1.0	5.6	0.7	0.6	2.8	-0.2	-2.2	-3.4	0.9
37	Cc1cccc(-c2cc(C(=O)NCc3ccccn3)c3ccccc3n2)c1	5.2	3.2	0.1	3.3	-4.4	-0.4	-2.0	0.0	4.9
38	COCCNC(=O)C(=O)N/N=C/c1cccs1	7.1	1.2	-1.4	0.0	1.8	-1.3	-1.7	-6.9	2.2
39	O=C(Nc1ccccc1)C1CCCCN1S(=O)(=O)c1ccccc1 (stereo not drawn)	-1.6	0.4	-3.5	1.1	10.4	1.7	-3.0	-1.6	12.1
40	O=C(NCc1ccccn1)c1ccccc1-c1ccccc1	-1.6	6.2	3.7	-3.5	-1.9	-0.5	-2.9	-2.5	7.8
41	CCc1ccc(N2CC(C(=O)Nc3ccc(S(=O)(=O)Nc4ncccn4)cc3)CC2=O)cc1 (stereo not drawn)	1.8	0.9	-4.2	2.1	5.2	1.7	1.2	-0.3	3.5
42	CC1CCCCC12NC(=O)N(CC(=O)N1CCN(Cc3ccc(C#N)cc3)CC1)C2=O (stereo not drawn)	1.1	1.5	-0.8	-0.1	nt	nt	0.5	2.6	6.4
43	CC(=O)c1cn(CC(=O)NCc2cccnc2)c2ccccc12	-8.0	-7.3	-5.5	0.8	2.6	0.1	1.1	0.3	-2.6
44	O=c1c2c(nc3n1CCCCC3)sc1c(O)cccc12	4.9	0.0	4.3	-4.2	10.4	-0.2	-2.1	6.1	10.7
45	COc1cc(CNc2ccccc2)c([N+](=O)[O-])cc1OC	6.9	3.0	-2.4	-7.0	-1.9	2.3	-0.8	2.4	0.7
46	NC1=NC(=Nc2ccc(Br)cc2)c2ccccc21	0.4	1.7	3.5	4.2	-2.2	1.9	0.1	2.8	2.0
47	COc1ccc(/C=C/C(=O)NC(=S)NNC(=O)c2ccco2)cc1	2.3	8.8	-5.6	0.1	5.1	6.6	3.2	-0.4	15.4
48	COc1ccc(CCNC(=O)[C@H](CC(C)C)NC(=O)N2CCn3c2nc2ccccc23)cc1OC	1.0	-0.8	3.8	-4.0	4.0	-0.3	2.0	-1.6	4.8
49	COc1cc(/C=C2/SC(=O)N(CC(=O)N3CCCC3)C2=O)ccc1Oc1ccc([N+](=O)[O-])cn1	1.8	-4.8	-6.4	0.5	-0.8	3.1	-1.9	-0.9	1.9
50	COC(=O)c1[nH]c2ccc(Br)cc2c1NC(=O)C(C)N1CCN(C2CCCCC2)CC1 (stereo not drawn)	-1.7	3.1	-0.9	-1.9	-3.1	-3.5	1.4	-4.2	-2.4

(further entries)
#	Molecule	PAFAH1B2 inh	pPAFAH inh	PME-1 inh	PAFAH2 FP inh	GSTO1 counter	Fam108B inh	LYPLA1 counter	PAD4 FP inh	PAFAH1B3 FP inh
51	Cc1ccc(CNC(=O)CN2CCCC(C)C2)cc1 (stereo not drawn)	18.9	-1.5	-0.3	8.7	-2.1	7.1	-0.5	0.2	0.1
52	O=C(Nc1cccc(Cl)c1)c1ccc(NCC2CCCO2)c([N+](=O)[O-])c1 (stereo not drawn)	-1.1	1.7	-4.2	-7.5	3.1	-1.1	-1.9	-2.8	2.8
53	CCCc1cc(C(=O)NNC(=S)Nc2cccc(C)c2)cs1	11.5	13.3	0.3	11.0	-1.3	11.3	-1.7	1.9	0.2
54	CCCCOc1ccc(Cl)cc1CSc1nnc(C)n1N	2.0	6.5	2.9	0.4	-1.6	0.7	0.9	-6.2	-0.6
55	C=CCn1c(SCC(=O)Nc2cc(OC)c(NC(=O)c3ccco3)cc2OC)nnc1-c1ccncc1	6.0	-3.9	0.9	0.9	9.3	1.5	0.4	7.1	0.8
56	CCN(CC)CCC(c1ccc2c(c1)OCO2)c1c(OC)cc(OC)c2c(-c3ccccc3)cc(=O)oc12 (stereo not drawn)	6.3	-0.2	3.6	-1.4	0.7	-0.4	-2.0	0.2	12.8
57	Cc1cccc(Nc2nc(-c3ccc(O)c(O)c3)cs2)n1	2.3	50.8*	13.5	7.4	33.4	10.7	-4.7	-0.1	21.3
58	Cc1ccc(NC(=O)c2ccc3c(c2)C(=O)N(c2cc(C)ccc2C)C3=O)nc1	9.7	8.9	2.0	-1.3	-2.1	0.6	-3.0	-5.0	4.7
59	c1ccc(Cn2c(CNc3nc4ccccc4n3CCN3CCOCC3)nc3ccccc32)cc1	2.9	6.3	8.9	-0.9	-4.1	-1.2	1.3	-3.6	3.2
60	CC(OC(=O)Cn1cnc2c1c(=O)n(C)c(=O)n2C)C(=O)NC1CCCCC1C (stereo not drawn)	-0.6	8.2	2.5	1.7	1.7	2.0	-0.8	0.7	6.7
61	Clc1ccccc1CSc1ncccn1	2.7	1.4	3.0	4.5	0.6	-1.8	0.8	3.0	4.6
62	COC(=O)c1ccc(C(=O)Nc2ccc3nc(-c4cccnc4)[nH]c3c2)cc1	-2.4	0.4	-10.4	0.6	-9.8	-4.7	-2.1	-4.8	6.4
63	COc1cccc(OC)c1C(=O)NC(=S)Nc1ccc2c(c1)C(=O)N(C)C2=O	-1.1	4.0	3.7	-6.3	-0.5	0.9	-1.5	4.4	3.8
64	CCn1nnc(NC(=O)c2ccc(Br)o2)n1	7.5	3.3	-3.9	0.6	-0.4	1.8	-2.0	6.7	8.9
65	CC(C)n1cc(/C=N/Nc2ccc(Cl)c(C(=O)O)c2)c2ccccc21	1.0	8.9	10.2	9.0	8.4	2.6	-1.3	-3.8	6.1

This is a subset; count on the stated rates, not on these rows.
